tim10-1 inh = growth inhibitors of tim10-1 mutant yeast | S. cerevisiae tim10-1 ts strain growth, BacTiter-Glo, 24 h | inhibition, % at 20 µM | 330,000 compounds, 2.2% hits;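 active = inhibition of at least 40%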;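 note: mutant grown at 25 °C; 0% = DMSO wells with yeast and 100% = wells holding no yeast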
NALP3 yeast inh = inhibitors of NALP3 inflammasome in yeast. Yeast reconstituted NLRP3/ASC/caspase-1, beta-gal luminescence, 24 h. 330,000 compounds, 0.39% hits. inhibition, % at 10 µM;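 active = inhibition of 50% or more; inactive = inhibition below 50%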;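 note: plate controls were induced DMSO wells for no effect and uninduced yeast grown without galactose for full effect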
TIM10 inh = growth inhibitors of TIM10 yeast strain; 330,000 compounds, 1.4% hits; S. cerevisiae TIM10 strain growth, BacTiter-Glo luminescence, 24 h; inhibition, % at 10 µM;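 active = inhibition of 40% or more at the single tested concentration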;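 note: wild-type TIM10 isogenic control strain grown at permissive 25 °C; 0% = DMSO yeast wells and 100% = minimal medium wells without yeast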
APJ antagonist = antagonists of human APJ apelin receptor; P35414; CHO-K1 APJ beta-arrestin complementation, luminescence; inhibition, % at 20 µM; 330,000 compounds, 0.32% hits;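 active = inhibition above about 40% at 20 µM, limit read from the data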;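 note: cells challenged with 10 nM apelin-13 agonist together with compound; plate controls were apelin-13 plus DMSO wells for no effect and DMSO wells lacking apelin-13 for full effect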
Target sequence (P35414 whole entry, looked up): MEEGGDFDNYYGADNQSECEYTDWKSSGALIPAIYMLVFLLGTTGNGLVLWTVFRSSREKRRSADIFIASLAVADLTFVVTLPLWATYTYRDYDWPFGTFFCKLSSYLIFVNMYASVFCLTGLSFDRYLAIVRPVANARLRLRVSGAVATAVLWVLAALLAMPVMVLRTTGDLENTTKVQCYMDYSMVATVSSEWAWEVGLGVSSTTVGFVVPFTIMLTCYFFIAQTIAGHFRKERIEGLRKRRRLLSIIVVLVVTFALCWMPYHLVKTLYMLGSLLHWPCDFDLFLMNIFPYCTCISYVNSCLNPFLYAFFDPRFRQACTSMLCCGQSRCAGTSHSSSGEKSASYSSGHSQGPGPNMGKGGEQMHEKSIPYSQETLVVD
tim23-1 inh = tim23-1 yeast growth inhibition | 330,000 compounds, 1.3% hits | inhibition, % at 20 µM | AID 463212 | S. cerevisiae tim23-1 growth, BacTiter-Glo luminescence, 24 h;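 active = growth inhibition of the mutant yeast at or above 50%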;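 note: temperature-sensitive mutant grown at 25 °C; plate controls were DMSO-treated mutant yeast for no effect and medium wells lacking yeast for full effect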
APJ agonist = APJ receptor agonism | P35414 | CHO-K1 APJ PathHunter beta-arrestin, luminescence; 0% DMSO wells, 100% apelin | activation, % at 20 µM | 330,000 compounds, 0.11% hits | AID 2520;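 active = activation more than six SD over the plate average, tested at 20 µM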;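 note: 0% = DMSO alone and 100% = apelin-13 at 10 nM; some results filed as inactive read as strong as hits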
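Material: CHO-K1 APJ beta-arrestin complementation cell line; Input: cell density 1000 per well; Incubation: compound stimulation 90 min at 25 °C, detection 60 min; Signal: luminescence from split beta-galactosidase complementation, Galacton Star/Emerald II substrate; Controls: DMSO-only wells as negative, 10 nM Apelin-13 as positive control.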
MIN6 prolif = MIN6 beta-cell proliferation induction | MIN6 cells proliferation, ATPlite luminescence, 48 h; cells starved in 0.2% serum; 100% = growth in 10% serum | proliferation, % at 10 µM | 330,000 compounds, 0.29% hits | AID 2380;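 active = compounds whose signal lies at least 3.5 SD above the mean of all wells on their plate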;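 note: 0% = DMSO-treated cells in low-serum medium and 100% = 10% serum control; some compounds called inactive have numbers as strong as hits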
MPTP block = inhibitors of mitochondrial permeability transition pore; isolated mouse mitochondria, Ca2+ swelling absorbance, 30 min; inhibition, % at 10 µM; 360,000 compounds, 1.4% hits; AID 602449;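 active = inhibition of 50% or more, scaled per plate between neutral and stimulator controls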;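 note: 0% = DMSO wells given calcium and 100% = 1 mM EGTA wells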
NR3A LBD binder = modulators (binders) of human NR3A ligand-binding domain | NR3A LBD differential scanning fluorimetry, Tm shift; 0% = protein alone, 100% = glycine-bound protein | Tm shift relative to glycine control, % at 25 µM | AID 1259313 | 340,000 compounds, 2.5% hits;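 active = melting temperature shift of at least 10% of the positive control shift, at one fixed dose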
Starred values were filed as active, the others as inactive; . = no result given.

SMILES	tim10-1 inh	NALP3 yeast inh	TIM10 inh	APJ antagonist	tim23-1 inh	APJ agonist	MIN6 prolif	MPTP block	NR3A LBD binder
CCCCNC(=O)C(=O)N/N=C/c1ccc(C(=O)OC)cc1	-8.8	12.0	-4.5	5.7	2.0	-1.8	1.9	0.5	4.0
COc1ccc(-c2c(C(C)=O)c(C)nc3sc4c(=N)n(N)cnc4c23)cc1	2.2	3.5	3.1	3.0	10.6	-1.5	0.0	6.6	-6.7
O=C(CSc1nccc(=O)[nH]1)c1c[nH]c2ccccc12	31.3	-13.2	20.8	-14.5	31.4	0.7	-0.9	1.1	0.5
CSc1cccc(NC(=S)N(CCN(C)C)C(C)c2ccncc2)c1 (stereo not drawn)	7.3	-10.9	-12.9	-16.0	14.5	-2.3	-1.6	1.2	-2.2
COc1cc(OC)cc(C(=O)NC2CCN(C(=O)N3c4ccccc4Sc4ccccc43)CC2)c1	-5.1	15.9	3.7	3.6	17.4	-3.0	-3.0	3.0	-1.1
COc1ccc(OC)c(S(=O)(=O)NNC(=S)Nc2ccc3c(c2)OCO3)c1	8.2	15.6	5.9	2.5	12.2	-0.5	-0.4	1.1	0.3
Cc1ccc(Cn2ncc3c(N4CCN(CC#N)CC4)ncnc32)cc1	20.7	-1.1	4.3	6.9	12.5	0.8	-2.0	0.1	0.0
CCOC(=O)c1ccccc1NC(=O)CSc1nc2ccccc2c(=O)[nH]1	13.8	1.2	8.8	15.2	-3.1	-2.0	-1.5	-0.6	-1.9
CC(O)CNc1ncnc2nc[nH]c12 (stereo not drawn)	3.4	-15.3	7.4	-8.6	-7.5	-4.7	0.7	-2.8	0.2
O=C(/C=C/c1ccc(O)cc1)c1ccccc1	7.2	5.0	33.8	5.2	18.7	-1.5	-6.7	2.7	6.8
Cc1ccc(C(=O)C2CCN(C(=S)NCCCOC(C)C)CC2)cc1	29.2	25.7	2.4	0.9	30.5	-1.8	-4.2	-0.7	0.5
COc1ccc(NC(=O)C(OC)c2ccccc2)cc1Cl (stereo not drawn)	7.0	7.9	8.5	0.3	14.6	-0.9	-2.2	0.1	-0.2
CCCn1c(N)c(C(=O)CN2CCN(S(=O)(=O)c3cccs3)CC2)c(=O)[nH]c1=O	-2.0	-13.4	-20.1	-2.6	4.1	-2.0	1.4	0.7	-1.7
O=C(Nc1ccccc1[N+](=O)[O-])C1(c2ccccc2)CCOCC1	14.6	3.8	4.2	4.7	10.6	0.2	4.3	0.9	-0.3
Cc1ccc(Cn2c(C)nc3c(c2=O)c2nc4ccccc4nc2n3Cc2ccco2)cc1	29.0	-9.1	24.0	3.8	15.5	-1.9	-3.0	-0.9	0.3

A few values from the results shown.
tim10-1 inh with CCCn1c(N)c(C(=O)CN2CCN(S(=O)(=O)c3cccs3)CC2)c(=O)[nH]c1=O stands at -2.0
MIN6 prolif with CCCCNC(=O)C(=O)N/N=C/c1ccc(C(=O)OC)cc1 stands at 1.9

Carrying on:
SMILES	tim10-1 inh	NALP3 yeast inh	TIM10 inh	APJ antagonist	tim23-1 inh	APJ agonist	MIN6 prolif	MPTP block	NR3A LBD binder
O=C(NC(=S)Nc1cccnc1)c1cc2ccccc2o1	10.9	37.0	16.8	31.6	24.7	-6.8	-1.3	-0.6	-0.7
Cn1c(SCC(=O)N2CCCC2=O)nc2ccccc2c1=O	1.4	8.9	0.6	2.1	-1.8	-2.9	-1.0	-1.6	1.8
CC1CCCC2(C1)NC(=S)c1c(sc3c1CCCC3)N2 (stereo not drawn)	42.5*	23.2	12.4	-7.6	31.3	-0.5	-5.5	0.7	-1.9
CCOC(=O)C1CN(S(=O)(=O)c2ccc(C)cc2)C1	-0.3	1.1	-13.9	-0.4	5.5	-1.9	1.4	-0.5	-0.3
CCOc1ccc(C(=O)NCc2cccnc2)cc1	-29.9	26.3	-15.0	-9.6	3.6	7.7	0.0	-1.4	-0.9
O=[N+]([O-])c1ccc2c3n([n+]([O-])c2c1)CCN=C3c1ccc(Cl)cc1	9.2	17.8	5.2	-44.9	12.5	6.9	-3.2	0.1	-3.7
CC1=N/C(=C\c2ccc([N+](=O)[O-])cc2)C(=O)N1c1ccc(F)cc1F	17.9	12.3	-8.0	-18.8	27.2	-2.9	-2.9	0.2	0.4
COCCSc1ccccc1C(=O)Nc1ccc(Cl)cc1	3.6	12.9	-8.7	8.3	23.2	-2.8	0.2	0.9	1.7
COCCN1C=C2C(=O)C(C)(OC(=O)CCc3ccccc3)C(=O)C=C2C=C1c1ccc(C#N)cc1 (stereo not drawn)	6.2	4.5	7.3	-115.5	14.8	26.8	-3.0	2.6	0.1
COC(=O)c1cc(C(=O)c2ccccc2)n2c(=O)/c(=C\N(C)C)sc12	3.9	1.4	-1.3	19.4	2.4	-2.6	-3.3	.	-0.7
C[C@H](NC(=O)OCc1ccccc1)C(=O)NNC(=O)[C@H](Cc1ccccc1)NC(=O)OC(C)(C)C	-2.3	14.1	1.1	12.4	4.1	0.8	0.7	-1.7	1.8
CCOC(=O)N1CCN(Cc2nc3cc(NC(=O)CC(C)C)ccc3n2C)CC1	12.4	11.5	8.9	2.4	8.1	0.1	-2.8	-1.3	1.1
O=C(CSc1nc(O)cc(=O)n1-c1ccccc1)NC1CCCCC1	1.5	5.0	8.9	32.0	13.0	-3.1	-0.3	-0.8	-1.6
Cc1[nH]nc(SCC(=O)NCc2ccccc2)c1[N+](=O)[O-]	6.4	6.3	-1.2	-21.4	9.4	0.5	0.0	-0.6	1.3
Cc1ccc(C)c(S(=O)(=O)NCc2ccc(C(=O)N3CC(C)OC(C)C3)cc2)c1 (stereo not drawn)	20.4	8.0	2.0	-7.2	-9.9	-2.7	-1.1	-1.3	2.9
COc1ccc(/C(O)=C2/C(=O)C(=O)N(CCN3CCOCC3)C2c2ccc(C)cc2)cc1 (stereo not drawn)	-11.8	2.2	-9.6	3.0	1.7	-1.1	-1.4	-0.7	.
CCOc1cc(C)nc(NCCc2ccc(OC)c(OC)c2)n1	20.0	19.2	-2.1	1.6	20.4	1.0	-4.0	-0.2	-0.1
S=C(NCc1ccco1)NCC1CCCO1 (stereo not drawn)	3.3	5.1	10.4	5.2	7.2	-2.6	-1.4	-4.7	1.3
COc1ccc(CC(=O)n2nc(-c3cccnc3)nc2N)cc1	6.8	-20.5	-6.0	0.1	0.3	-1.6	0.5	0.1	0.5
O=C(Nc1cccnc1)c1cnn2c(C(F)F)cc(C3CC3)nc12	30.7	10.0	2.2	27.6	23.5	-3.7	0.6	-0.6	-1.1
COc1cc(NC(=O)C2=C(N3CCOCC3)/C(=C\c3ccc(N(C)C)cc3)CCC2)cc(OC)c1OC	29.8	16.4	21.8	15.2	26.6	-7.1	-5.0	0.9	-2.3
Cc1ccsc1/C=N/Nc1cccc(C(=O)O)c1	17.0	23.5	12.7	-29.1	3.2	2.3	0.1	-2.1	20.5*
CCOc1ccccc1CNCCNC(=O)c1nonc1N	-8.0	9.3	2.5	10.8	8.2	-1.6	3.3	1.5	-2.1
COCCn1c(=O)c2cc3c(=O)n(CCOC)c(=O)c3cc2c1=O	9.5	9.5	-2.7	-5.9	-5.6	-1.2	2.5	-1.9	-2.8
O=C(O)Cc1c[nH]c2ccccc12	27.8	9.8	4.2	3.0	11.2	-0.5	-4.4	-2.0	-0.5
Cc1ccccc1NC(=O)c1cc(=O)c2ccccc2o1	20.0	7.6	4.4	18.5	20.7	-2.0	0.9	-0.8	3.1
O=C(NCCn1cc(SCc2ccccc2)c2ccccc21)c1c(F)cccc1F	17.5	21.1	8.9	-6.9	18.7	6.5	-7.1	0.6	-7.4
O=C1c2ccccc2C(=O)N1Cc1cnc(N2CCN(c3ccccc3)CC2)s1	33.9	8.5	15.6	-23.2	9.6	-1.7	-1.8	-1.0	-1.1
Cc1onc(-c2ccccc2Cl)c1C(=O)N1CCN(Cc2ccc3c(c2)OCO3)CC1	15.7	2.3	29.7	-12.6	11.9	1.3	-0.1	-0.6	-1.0
Cc1ccc(CNC(=O)C2CCCN(S(=O)(=O)c3c(C)noc3/C=C/N(C)C)C2)cc1 (stereo not drawn)	11.6	0.1	22.4	2.0	7.8	-6.3	-2.4	1.3	-2.3

NR3A LBD binder: what is marked active above
Molecule | NALP3 yeast inh | APJ antagonist | APJ agonist | MPTP block | NR3A LBD binder
Cc1ccsc1/C=N/Nc1cccc(C(=O)O)c1 | 23.5 | -29.1 | 2.3 | -2.1 | 20.5*

(continued)
SMILES	tim10-1 inh	NALP3 yeast inh	TIM10 inh	APJ antagonist	tim23-1 inh	APJ agonist	MIN6 prolif	MPTP block	NR3A LBD binder
CCOC(=O)C1=C(c2ccc(OC)cc2)OC(N)=C(C#N)C1c1cccnc1 (stereo not drawn)	16.8	-5.3	-4.9	18.6	21.9	1.1	-0.9	2.4	-0.2
CC(C)C(=O)NNc1ccc(C(F)(F)F)cn1	3.9	-3.0	-2.1	-4.3	-12.0	3.5	-0.7	1.0	1.5
Cc1c(NC(=O)/C=C/c2cn(-c3ccccc3)nc2-c2ccccc2)c(=O)n(-c2ccccc2)n1C	28.4	14.5	11.6	-2.3	19.0	1.6	-6.0	-1.7	-3.1
CN(C)CC(C)(C)CNC(=O)C1CCN(Cc2ccccc2O)CC1	3.1	1.4	0.6	12.1	-2.2	3.7	-0.3	0.9	1.9
Cc1nnc(SCC(=O)N2CCCCC2)n1CC1CCCO1 (stereo not drawn)	2.7	4.0	-9.2	10.0	68.8*	-1.4	-1.4	-1.7	1.5

For convenience, some entries already given.
SMILES	tim10-1 inh	NALP3 yeast inh	TIM10 inh	APJ antagonist	tim23-1 inh	APJ agonist	MIN6 prolif	MPTP block	NR3A LBD binder
Cc1ccsc1/C=N/Nc1cccc(C(=O)O)c1	17.0	23.5	12.7	-29.1	3.2	2.3	0.1	-2.1	20.5*
CCOc1ccccc1CNCCNC(=O)c1nonc1N	-8.0	9.3	2.5	10.8	8.2	-1.6	3.3	1.5	-2.1
COCCn1c(=O)c2cc3c(=O)n(CCOC)c(=O)c3cc2c1=O	9.5	9.5	-2.7	-5.9	-5.6	-1.2	2.5	-1.9	-2.8
O=C(O)Cc1c[nH]c2ccccc12	27.8	9.8	4.2	3.0	11.2	-0.5	-4.4	-2.0	-0.5
Cc1ccccc1NC(=O)c1cc(=O)c2ccccc2o1	20.0	7.6	4.4	18.5	20.7	-2.0	0.9	-0.8	3.1
O=C(NCCn1cc(SCc2ccccc2)c2ccccc21)c1c(F)cccc1F	17.5	21.1	8.9	-6.9	18.7	6.5	-7.1	0.6	-7.4
O=C1c2ccccc2C(=O)N1Cc1cnc(N2CCN(c3ccccc3)CC2)s1	33.9	8.5	15.6	-23.2	9.6	-1.7	-1.8	-1.0	-1.1
Cc1onc(-c2ccccc2Cl)c1C(=O)N1CCN(Cc2ccc3c(c2)OCO3)CC1	15.7	2.3	29.7	-12.6	11.9	1.3	-0.1	-0.6	-1.0
Cc1ccc(CNC(=O)C2CCCN(S(=O)(=O)c3c(C)noc3/C=C/N(C)C)C2)cc1 (stereo not drawn)	11.6	0.1	22.4	2.0	7.8	-6.3	-2.4	1.3	-2.3
CCOC(=O)C1=C(c2ccc(OC)cc2)OC(N)=C(C#N)C1c1cccnc1 (stereo not drawn)	16.8	-5.3	-4.9	18.6	21.9	1.1	-0.9	2.4	-0.2
CC(C)C(=O)NNc1ccc(C(F)(F)F)cn1	3.9	-3.0	-2.1	-4.3	-12.0	3.5	-0.7	1.0	1.5

Random draw from the library; 7.2% or so of the library scored in one or more.
